Eya2 inh = qHTS Assay for Inhibitors of the Phosphatase Activity of Eya2 | Protein phosphatase EYA2 (Homo sapiens), O00167 | recombinant Eya2, OMFP fluorescence dephosphorylation (OMFP is methylfluorescein phosphate) | Potency, µM (highest dose often 76.9 µM), inactives show at the top dose activity, negative = inhibition, hits mostly inhibitors | hit rate 0.006% among 330,000; further: potency means the concentration at half of the fitted maximal effect; on the % scale 0 is the no-effect control and ±100 the full control effect
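Eya2 protein (added as 0.2 uM solution) was preincubated with compound for 10 min at ambient temperature in 50 mM HEPES pH 7.5, 50 mM NaCl, 5 uM MgCl2, 0.05% BSA, 1 mM DTT. OMFP (added at 50 uM) then reacted 10 min; fluorescence read at 485/525 nm.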
TCR act = Activators of T cell receptors: qHTS campaign; Potency, µM (doses to about 9.22 µM), without a hit: at the highest dose activation of IL-2 secretion, actives largely listed as activators; primary human leukocytes, anti-CD3, IL-2 HTRF, 48 h; 330,000 tested, under 10 active; AID 504894, 2011; further: % of control where 0% means no effect
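1) Mix primary human leukocytes, a-CD3 beads and compound. 2) Incubate 48 hr. 3) Add HTRF IL-2 reagents (a-IL-2-K, a-IL-2-d2).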
Tb PFK block = qHTS Assay to Find Inhibitors of T. brucei phosphofructokinase; T. brucei PFK, ADP-Glo luminescence; Potency, µM (highest dose often 57.5 µM), without a hit: at the highest dose activity, negative = inhibition, hits mostly inhibitors; hit rate 0.17% among 330,000; AID 485367, 2010; ATP-dependent 6-phosphofructokinase (Trypanosoma brucei brucei), O15648;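 further: potency means the concentration at half of the fitted maximal effect; 0% = uninhibited 1x PFK enzyme wells and -100% = no-enzyme wells; nearly all actives have a fitted effect of over 60% in size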
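Luminescent ADP detection (ADP-Glo, two-step: ATP depletion then ADP-to-ATP conversion for luciferase) reported PFK activity after 45 min room-temperature reaction of 1.25 nM enzyme with 0.5 mM F6P and 0.1 mM ATP at pH 8.0.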
Mito fusion yeast = qHTS Assay for Small Molecule Inhibitors of Mitochondrial Division or Activators of Mitochondrial Fusion; S. cerevisiae fusion-defective mutant growth rescue, CellTiterGlo 48 h; Potency, µM (titrated, usually from 46.1 µM), without a hit: at the top dose growth rescue (activation), hits mostly activators; hit rate 0.23% among 320,000; AID 485298, 2010;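 further: potency means the concentration at half of the fitted maximal effect; % of control where 0% means no effect; nearly all actives have a fitted effect of over 45% in size; temperature-sensitive fusion mutants such as fzo1-1 at 37 °C on non-fermentable ethanol glycerol medium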
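Growth-rescue viability read-out: after 48 h at the non-permissive 37C in glycerol/ethanol YPEG, yeast mitochondrial fusion mutants are measured by CellTiterGlo luminescence; compounds (23 nl pinned per well) restoring growth score as division inhibitors or fusion activators.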
Chronic BCR inh = qHTS Assay to Find Inhibitors of Chronic Active B-Cell Receptor Signaling. ABC-DLBCL IkBa-CBG/CBR reporter, luminescence ratio, 4 h. Potency, µM (doses to about 46.1 µM), for inactives: top-dose ratio change, negative = lower green/red ratio, most hits filed as inhibitors. hit rate 0.05% among 340,000. AID 493014, 2011; active means well fitted inhibition curve with a large enough effect in the signal ratio, with a control signal flat, not every such curve was filed as active; inconclusive means small, poorly fitted or top-dose-only effect, or effect the other way, or a change in a side signal; the % refers to the signal ratio;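 further: potency means the concentration at half of the fitted maximal effect; plate controls were basal doxycycline-induced cells for no effect and cells given 10 µM MG132 for full effect; MG132 reads +100%, hits lower the ratio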
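Compounds up to 46 uM were incubated four hours with TMD8 cells whose green CBG68 luciferase is fused to IkappaBalpha; red CBR luminescence normalised the signal, and concentration-effect curves were fitted to fusion, red and ratio data.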
Integrin act MD = qHTS for Activators of Integrin-Mediated Alleviation for Muscular Dystrophy; alpha7betagal myoblasts, beta-gal FDG fluorescence, 48 h; Potency, µM (series often up to 38.3 µM), for inactives: at the top dose activation, actives largely listed as activators; hit rate 0.064% among 350,000; AID 624291, 2012;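 further: potency means the concentration at half of the fitted maximal effect; 100% = response of the positive control SU9516; nearly all actives have a fitted effect of over 60% in size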
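Alpha7betagal+/- myoblasts (passage 13) were plated 16-24 hr, then exposed to compounds (1:260 dilution of DMSO stock) for 48 hours at 37C. After MPER lysis, β-galactosidase reporter activity was read as FDG fluorescence (ex 480/em 540) after 30 minutes.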
TSHR antag = Antagonists of the Thyroid Stimulating Hormone Receptor: HTS campaign; activity change, negative = inhibition, % at 11.5 µM; AID 504810, 2011; TSHR-expressing cells, TSH-stimulated cAMP HTRF, 2 h; active compounds read low; Thyrotropin receptor (Homo sapiens), P16473; hit rate 0.2% among 330,000;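 active means activity change below a set negative limit, meaning inhibition stronger than a set level, cut at about -70% in these data; inconclusive means activity change between two set negative limits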; further: on the % scale 0 is the no-effect control and ±100 the full control effect
Target sequence (P16473 whole entry, looked up): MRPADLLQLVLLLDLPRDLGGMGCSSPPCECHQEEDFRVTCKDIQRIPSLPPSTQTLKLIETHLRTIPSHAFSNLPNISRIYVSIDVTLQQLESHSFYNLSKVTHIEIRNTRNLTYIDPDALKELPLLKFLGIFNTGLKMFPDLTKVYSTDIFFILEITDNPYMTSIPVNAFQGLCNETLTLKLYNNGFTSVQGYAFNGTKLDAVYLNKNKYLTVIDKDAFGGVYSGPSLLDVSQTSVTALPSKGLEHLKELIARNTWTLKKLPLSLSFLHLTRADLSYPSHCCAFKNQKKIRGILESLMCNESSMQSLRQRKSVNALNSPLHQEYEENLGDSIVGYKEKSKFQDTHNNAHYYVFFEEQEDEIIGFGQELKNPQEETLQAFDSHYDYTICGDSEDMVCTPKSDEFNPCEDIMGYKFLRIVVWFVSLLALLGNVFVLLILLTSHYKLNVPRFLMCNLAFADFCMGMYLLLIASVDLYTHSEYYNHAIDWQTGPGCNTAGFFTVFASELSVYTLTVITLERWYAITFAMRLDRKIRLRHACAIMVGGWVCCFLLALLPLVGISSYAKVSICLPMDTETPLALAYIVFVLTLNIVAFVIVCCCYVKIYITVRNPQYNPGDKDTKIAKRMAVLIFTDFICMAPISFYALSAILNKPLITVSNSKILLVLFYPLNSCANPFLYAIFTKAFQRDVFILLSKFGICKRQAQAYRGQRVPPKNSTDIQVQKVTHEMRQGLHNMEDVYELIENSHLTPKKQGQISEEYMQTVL
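Competitive HTRF cAMP read-out (cryptate anti-cAMP antibody, cAMP-d2; 30 min, room temperature) in freshly harvested TSHR cells. Compounds added before TSH at EC80 (4nM final), followed by 2 hours' incubation at 37 deg C.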
A-T KAP1 phos = qHTS Assay for Identifying a Potential Treatment of Ataxia-Telangiectasia | […] A-T fibroblasts, KAP-1 phosphorylation AlphaLISA; neocarzinostatin DNA damage 30 min before lysis | Potency, µM (top dose mostly 57.5 µM), for the others: at the top dose activation, most hits filed as activators | hit rate 0.19% among 320,000; further: potency means the concentration at half of the fitted maximal effect; % of control where 0% means no effect; nearly all actives have a fitted effect of over 45% in size
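ATM-like activity read as KAP-1 phosphorylation via AlphaLISA donor/acceptor antibody pairs after lysis and 6 hr at 25C. Cells were ATM-null patient fibroblasts ([…], hTERT), dosed 60 min, then exposed to the DSB inducer NCS for 30 min.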
ELG1 DNA repair = qHTS screen for small molecules that inhibit ELG1-dependent DNA repair in human embryonic kidney (HEK293T) cells expressing luciferase-tagged ELG1 | HEK293T ELG1-luciferase reporter, luminescence, 16 h; DNA damage induced by 5-fluorouridine | Potency, µM (series often up to 46.1 µM), for the others: top-dose activity change, negative = inhibition, actives largely listed as inhibitors | hit rate 2.3% among 330,000 | AID 504467, 2011; further: potency means the concentration at half of the fitted maximal effect; on the % scale 0 is the no-effect control and ±100 the full control effect; nearly all actives have a fitted effect of over 55% in size
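Luminescence from the luciferase reporter, measured 30 min after ONE-Glo reagent at room temperature, was the read-out. Beforehand, 2,000 cells per well were exposed for 16 hr at 37 °C to 5-fluorouridine together with compound or vehicle.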
PTAP TSG101 blk = qHTS Assay for Iinhibitors of HIV-1 Budding by Blocking the Interaction of PTAP/TSG101; Tumor susceptibility gene 101 protein (Homo sapiens), Q99816; Fluorescence polarization, FITC-PTAP peptide / Tsg101 binding; Potency, µM (highest dose often 115 µM), without a hit: top-dose activity change, negative = inhibition, most hits filed as inhibitors; 340,000 tested, under 10 active; AID 493005, 2010; active means well fitted inhibition curve with a large enough effect in the main read-out, with a control signal flat, not every such curve was filed as active; inconclusive means small, poorly fitted or top-dose-only effect, or effect the other way, or a change in a side signal; inactive means no such curve, though single readings can be large or run the other way; further: potency means the concentration at half of the fitted maximal effect; % of control where 0% means no effect
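Compounds were pin-transferred onto Tsg101 binding domain (10 uM final) in HEPES pH 7.5 buffer, then FITC-PTAP peptide was added at 50 nM final. After 20 min at RT, polarization reported peptide displacement across a qHTS concentration series.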
S-ASM inh = Inhibitors of Secretory Acid Sphingomyelinase (S-ASM): qHTS; Potency, µM (highest dose often 57.5 µM), for inactives: top-dose activity change, negative = inhibition, hits mostly inhibitors; placental ASM, HMU-PC fluorogenic substrate, 60 min; hit rate 0.006% among 340,000; Sphingomyelin phosphodiesterase (Homo sapiens), P17405; AID 504937, 2011; further: potency means the concentration at half of the fitted maximal effect
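qHTS format. ASM enzyme prepared from human placenta hydrolyses the fluorogenic substrate HMU-PC0 (9 uM final) over 60 min at 37 °C after a 10 min compound preincubation.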
Numbers without * were called inactive; ? = inconclusive; . = not tested or not shown; [ ] = dose if it differs, or a comment. Unless noted, the call rests on the fitted dose curve; in most records, active means well fitted curve in the direction sought with a large enough effect; inconclusive means small, poorly fitted or top-dose-only effect, or another doubt; inactive means no such curve, though single readings can be large; an effect the other way counts as inactive or inconclusive.

SMILES	Eya2 inh	TCR act	Tb PFK block	Mito fusion yeast	Chronic BCR inh	Integrin act MD	TSHR antag	A-T KAP1 phos	ELG1 DNA repair	PTAP TSG101 blk	S-ASM inh
O=C(NCC1CCCO1)c1cccc2c1C(=O)c1ccc(N3CCC(Cc4ccccc4)CC3)cc1S2(=O)=O (stereo not given)	37.8%	0.1%	-1.2%	.	-11.7%	-33.2%	-41.2	-12.8%	2.59µM*	?	-14.7%
COc1ccc(Br)cc1S(=O)(=O)NCCc1cccs1	5.3%	0.4%	-4.6%	.	4.8%	15.2%	-3.2	-9.6%	8.0%	-8.9%	-1.7%
COCc1cc(=O)n2c(-c3ccc(C)cc3)n[nH]c2n1	2.2%	10.9%[46.1 µM]	1.6%	-2.4%	?	18.7%	-7.7	8.3%	?	-1.9%	-2.0%
Cc1cc(NCCCN)nc(-c2ccccc2O)n1	-5.5%	-4.6%	-8.9%	3.5%	?	-30.2%	1.7	4.0%	24.1%	-5.4%	12.3%
Cc1ccc(OCC(=O)N/N=C\c2ccc(-c3cccc(C(=O)O)c3)o2)c(C)c1	3.4%	-3.2%[46.1 µM]	-11.5%	-6.0%	-4.6%	-16.7%	-11.8	2.9%	?	-1.4%	1.8%
CCN1C(=O)[C@H]2[C@@H](c3ccc(-c4cccc(Cl)c4)cc3)N3CCCC[C@@]3(C(=O)OC)[C@H]2C1=O	-16.2%	-7.2%	0.0%	?	-1.6%	-3.0%	-2.1	9.6%	12.3%	-0.2%	-15.1%
Cc1cc(OCC(=O)Nc2cc(S(=O)(=O)N3CCOCC3)ccc2N2CCCC2)ccc1C(C)C	-4.1%	2.5%	0.0%	8.6%	-6.1%	21.9%	-3.4	7.3%	0.9%	-0.1%	-7.4%
CCCCN(CCCC)CCNC(=O)CSCc1ccc(C)cc1	5.7%	-2.8%	-3.6%	-3.1%	5.5%	-44.3%	6.6	0.2%	3.2%	0.1%	5.7%
CC1CC(C)CN(C(=O)COC(=O)c2ccc(Cl)nc2)C1 (stereo not given)	-16.6%	-5.7%	-0.3%	-3.4%	0.8%	2.6%	0.3	-2.1%	?	-6.5%	-1.0%
O=C(COC(=O)c1ccc[nH]c1=O)Nc1ccc(S(=O)(=O)N2CCCC2)cc1	15.3%	-5.2%	-0.2%	-10.5%	-2.4%	3.0%	-4.8	-14.1%	-2.5%	-2.7%	2.0%

Quoted from the listing.
Reading for CCCCN(CCCC)CCNC(=O)CSCc1ccc(C)cc1 in TSHR antag: 6.6
Reading for O=C(COC(=O)c1ccc[nH]c1=O)Nc1ccc(S(=O)(=O)N2CCCC2)cc1 in TSHR antag: -4.8

New compounds follow
SMILES	Eya2 inh	TCR act	Tb PFK block	Mito fusion yeast	Chronic BCR inh	Integrin act MD	TSHR antag	A-T KAP1 phos	ELG1 DNA repair	PTAP TSG101 blk	S-ASM inh
CC1(OC(=O)c2cccs2)C(=O)C=C2C=C3CCCN3C=C2C1=O (stereo not given)	4.2%	1.3%	-2.0%	3.8%	6.3%	7.3%	-2.8	0.0%	0.2%	-0.6%	-0.4%
COCCN(C(=O)COC(=O)c1sccc1C)c1c(N)n(Cc2ccccc2)c(=O)[nH]c1=O	2.9%	10.5%	0.0%	0.6%	-0.7%	5.2%	1.9	-8.8%	13.3%	.	1.6%
CCn1cc(C(=O)NCC2CCCO2)c(=O)c2cc(S(=O)(=O)N3CCC(C)CC3)ccc21 (stereo not given)	9.5%	-9.6%	-0.1%	1.7%	-2.5%	5.5%	-7.3	-1.0%	?	-8.6%	-8.3%
CCc1ccc(-c2ccc(SCC(=O)Nc3nnc(C)s3)nn2)cc1	-15.6%	2.8%	0.6%	0.2%	?	39.1%	-0.7	5.2%	?	1.4%	-0.7%
O=C(c1ccccc1)N1CCC(c2nc(-c3ccc(S(=O)(=O)N4CCOCC4)cc3)no2)CC1	-31.4%	-11.7%	-1.0%	4.4%	?	-31.1%	-6.6	3.4%	1.6%	-10.0%	-1.9%
COc1cc(C(c2sc3nc(C)nn3c2O)N2CCOCC2)cc(OC)c1OC (stereo not given)	-5.6%	-3.2%[46.1 µM]	-0.2%	-3.7%	-1.1%	8.5%	5.0	-1.4%	-0.6%	-3.1%	-0.7%
COc1ccc(-c2cn3nc4c(nc3n2)CCCC4)cc1	-3.6%	-5.8%	-5.4%	1.0%	-18.0%	31.7%	2.5	.	?	?	110.5%[activator]
NS(=O)(=O)c1ccc(CCNC(=O)c2cc3ccccc3s2)cc1	-8.6%	-5.9%	?	-9.8%	0.1%	-21.2%	-102.5*	-4.3%	?	2.2%	1.5%[11.5 µM]
Nc1nc(SCC(=O)N2CCCC2)[nH]c(=O)c1-c1ccccc1	13.7%	4.3%	2.5%	0.7%	-2.5%	1.7%	18.5	-1.2%	6.2%	-5.8%	1.3%
O=C(NCCC1CCCCN1S(=O)(=O)c1cccs1)C(=O)NCc1ccccc1 (stereo not given)	-24.4%	3.0%	-0.9%	8.3%	7.7%	25.5%	26.7	-6.4%	?	-0.6%	4.7%
Cc1cc(C)nc(-n2nc(C)cc2NC(=O)c2cc(=O)c3ccccc3o2)n1	11.2%	.	-3.8%	-1.9%	-1.4%	.	-6.0	4.4%	0.6%	.	.
COc1ccccc1-n1ccn(CC(=O)Nc2ccc(C)cc2Cl)c(=O)c1=O	5.0%	9.7%	-1.9%	-1.3%	?	22.4%	0.5	0.9%	?	-0.5%	-2.6%
O=C(c1ccccc1)n1c(=S)nc2ccccn21	-7.1%	-0.7%	1.9%	-3.9%	?	-11.0%	-6.4	5.1%	?	-4.3%	2.5%
CCOc1ccc(Br)cc1S(=O)(=O)Nc1ncn[nH]1	2.8%	-3.9%	6.5%	1.6%	-9.2%	5.4%	23.0	13.4%	16.5%	-4.6%	1.8%
NC(=O)C(c1ccc(Cl)cc1Cl)c1ncc(C(F)(F)F)cc1Cl (stereo not given)	-10.4%	-1.1%	-1.8%	1.2%	6.1%	1.6%	-6.8	1.2%	-0.2%	-2.1%	0.0%
N#Cc1c2c(nc(N)c1-c1ccccc1)CCCCC2	0.2%	-3.0%	1.1%	-0.6%	7.1%	4.7%	-20.5	-2.7%	?	-1.5%	12.7%
O=C(NN1C(=O)/C(=C/c2cccc(O)c2)SC1=S)c1ccccc1O	-1.7%	0.0%	2.8%	7.0%	0.4%	-22.1%	1.4	4.5%	14.9%	3.5%	?
CCOC(=O)c1c(NC(=O)COC(=O)c2cnccn2)sc(C(=O)NC)c1C	3.9%	4.4%	14.5%	-0.2%	-5.7%	27.7%	-5.2	4.2%	8.6%	-1.8%	2.6%
O=C(NC1CC1)C(=O)c1c(-c2ccccc2)[nH]c2ccccc12	2.4%	-1.5%	-2.1%	-1.5%	1.3%	0.0%	2.1	-6.2%	1.5%	-2.1%	-1.3%
NC(=O)NC(=O)COC(=O)c1cccnc1Nc1ccccc1F	6.1%	-2.6%	-2.4%	1.1%	?	8.8%	6.0	-5.4%	-0.9%	-0.1%	2.5%
COc1cc(C2NC(=O)N(C)C(C)=C2C(=O)OCc2ccccc2)cc(Br)c1O (stereo not given)	1.1%	2.7%	-3.6%	-0.7%	?	28.5%	6.7	5.8%	-4.6%	0.2%	-1.8%
